Rab7 wt modul – dog Rab7 wildtype GTP binding, inhibitors and activators | GST-Rab7 beads, fluorescent GTP binding, flow cytometry; actives lie on both sides; untreated = 100%, excess cold GTP = 0% | GTP binding activity (percent of control), % at 10 µM | 0.055% of 190,000 active | AID 758;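 active means fluorescent GTP binding to Rab7 beads changed by at least 20 points from the 100% baseline, either direction, mostly lower; inconclusive means compound itself probably fluorescent, or too few beads counted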;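 further: median green fluorescence of bound Bodipy-FL-GTP per Rab7 bead population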
Rac1 mut GTP – modulators of GTP binding to human Rac1 activated mutant. P63000. GST-Rac1 activated beads, fluorescent GTP binding, flow cytometry; actives lie on both sides; 100% means binding = to untreated wells. percent activity (GTP binding), % at 10 µM. 0.11% of 190,000 active. AID 764;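 active means GTP binding at least 20 percentage points away from the 100% baseline, in either direction, so actives lie on both sides; inconclusive means Compound likely fluorescent itself, or too few beads counted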
Bim-Mcl-1 – disrupts Bim peptide binding to human Mcl-1; Bead-based flow cytometry, Bim peptide-Mcl-1 binding; inhibition, % at 10 µM; 0.1% of 190,000 active; Q07820; in the data active means inhibition above about 40%;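 further: 0% = no compound tracer wells and 100% = peptide blocker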
Target sequence (Q07820 whole entry, looked up): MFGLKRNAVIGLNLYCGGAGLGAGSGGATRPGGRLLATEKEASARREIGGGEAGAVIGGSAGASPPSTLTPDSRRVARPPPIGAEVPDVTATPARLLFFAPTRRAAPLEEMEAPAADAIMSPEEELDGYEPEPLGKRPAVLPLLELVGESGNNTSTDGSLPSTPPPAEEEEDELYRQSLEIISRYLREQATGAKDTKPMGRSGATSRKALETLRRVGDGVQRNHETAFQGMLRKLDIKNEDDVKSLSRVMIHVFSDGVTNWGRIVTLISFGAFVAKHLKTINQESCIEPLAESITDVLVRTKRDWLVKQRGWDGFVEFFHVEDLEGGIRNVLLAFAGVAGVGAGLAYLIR
Rac1 wt GTP bind – modulators of human Rac1 wildtype GTP binding | P63000 | GST-Rac1 beads, fluorescent GTP binding, flow cytometry; actives lie on both sides; 0 = cold GTP competed, 100 = untreated | GTP binding activity (% of control), % at 10 µM | 0.27% of 190,000 active | AID 757;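 active means GTP binding activity at least 20 points away from the 100% control level, either lower or higher; inconclusive means compound flagged as likely green fluorescent, judged across all proteins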
HRas wt GTP – modulators of GTP binding to human HRas wildtype; 0.14% of 190,000 active; P01112; GST-Ras wt beads, Bodipy-FL-GTP binding, flow cytometry; actives lie on both sides; AID 759; GTP binding activity, % at 10 µM;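 active means GTP binding activity at least 20% away from the 100% baseline, either lowered as inhibitor or raised as activator; inconclusive means flagged as likely green fluorescent, judged across all proteins in the well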;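 further: 0% = unlabeled GTP competition control and 100% = no-compound control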
Target sequence (P01112 whole entry, looked up): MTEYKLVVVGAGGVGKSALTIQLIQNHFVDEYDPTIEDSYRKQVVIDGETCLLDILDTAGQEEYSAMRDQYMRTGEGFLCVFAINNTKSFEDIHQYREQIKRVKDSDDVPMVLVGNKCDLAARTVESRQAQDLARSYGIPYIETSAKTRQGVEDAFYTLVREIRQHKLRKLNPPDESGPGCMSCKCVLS
Rab2 wt GTP – changes GTP binding to wildtype dog Rab2A, up or down; P61105; GST-Rab2 wt beads, Bodipy-GTP binding, flow cytometry; GTP binding activity, % at 10 µM; 0.19% of 190,000 active;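 active means GTP binding activity at least 20 points away from 100%, either lowered or raised; inconclusive means signal likely due to the compound's own green fluorescence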;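 further: 0% = beads with excess unlabeled GTP and 100% = no-compound control corrected for plate trend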
Mcl1-Bid inh – disrupts binding of human Mcl-1 to Bid peptide | Q07820 | TR-FRET Mcl-1/Bid-Dy647 peptide binding, 1536-well | inhibition, % at 21.7 µM | 0.97% of 220,000 active | AID 1021;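 active means compounds that cut the binding signal by more than half at the single screening dose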;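 further: His-tagged Mcl-1 with europium anti-His antibody binding Bid BH3 peptide; 0% = Mcl-1 plus peptide wells and 100% = peptide-only wells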
Cdc42 wt GTP – changes GTP binding to wildtype human Cdc42. P60953. GST-Cdc42 beads, Bodipy-GTP binding, flow cytometry; actives lie on both sides. percent activity (GTP binding), % at 10 µM. 0.2% of 190,000 active;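 active means percent activity GTP binding at least 20 points away from the 100% baseline, either down as inhibitor or up as activator; inconclusive means compound flagged as likely green fluorescent from well-wide comparison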;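 further: median bead fluorescence of bound Bodipy-FL-GTP at 100 nM; 0% = excess unlabeled GTP control and 100% = no compound control; below 100% means less GTP binding so inhibitor and above means activator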
Target sequence (P60953 whole entry, looked up): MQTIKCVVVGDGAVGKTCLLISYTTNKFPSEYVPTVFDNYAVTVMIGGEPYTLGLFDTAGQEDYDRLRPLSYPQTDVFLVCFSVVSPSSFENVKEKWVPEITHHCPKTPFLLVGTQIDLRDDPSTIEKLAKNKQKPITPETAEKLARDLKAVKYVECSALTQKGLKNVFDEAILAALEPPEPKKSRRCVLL
Mcl1-Noxa inh – disrupts binding of human Mcl-1 to Noxa peptide; inhibition, % at 21.7 µM; 1.5% of 220,000 active; TR-FRET Mcl-1/Noxa peptide binding, 2 h; AID 1022;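 active means compounds that cut the protein-peptide binding signal by more than 50% relative to plate controls in a single-dose test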;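 further: His-tagged Mcl-1 with rhodamine Noxa BH3 peptide and terbium anti-His antibody; 0% = Mcl-1 plus Noxa peptide wells and 100% = peptide-only wells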
Pf gametocyte – P. falciparum stage V gametocyte viability inhibition | inhibition, % at 10.9 µM | 0.065% of 150,000 active | AID 743093 | P. falciparum stage V gametocytes, ATP luminescence, 24 h;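 active means inhibition above the mean plus 3 SD of compounds within the control limits, set per campaign, cut at about 38% in these data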;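 further: 0% = DMSO wells and 100% = medium only without gametocytes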
RGS8-Gao reg – human RGS8-Galphao interaction regulation; response (percent of control binding), % at 10 µM; multiplexed bead flow cytometry, RGS8-Galphao binding; actives lie on both sides; AID 1423; P09471; 0.34% of 220,000 active; in the data active means response below about 60% or above about 140%; inactive means in between;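 further: Galphao activated as the GDP aluminium fluoride complex binding bead-coupled RGS8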
Target sequence (P09471 whole entry, looked up): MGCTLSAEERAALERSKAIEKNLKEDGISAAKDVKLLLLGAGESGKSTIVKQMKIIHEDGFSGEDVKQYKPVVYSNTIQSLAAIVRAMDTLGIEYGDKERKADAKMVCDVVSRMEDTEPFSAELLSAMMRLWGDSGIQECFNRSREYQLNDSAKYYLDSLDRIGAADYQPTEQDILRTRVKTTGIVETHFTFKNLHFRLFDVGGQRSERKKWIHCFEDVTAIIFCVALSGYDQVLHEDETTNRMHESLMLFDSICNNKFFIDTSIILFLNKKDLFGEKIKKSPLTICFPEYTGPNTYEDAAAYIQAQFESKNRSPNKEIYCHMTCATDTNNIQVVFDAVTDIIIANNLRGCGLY
* hit, by the source's call; ? = inconclusive; . = no result given.

SMILES	Rab7 wt modul	Rac1 mut GTP	Bim-Mcl-1	Rac1 wt GTP bind	HRas wt GTP	Rab2 wt GTP	Mcl1-Bid inh	Cdc42 wt GTP	Mcl1-Noxa inh	Pf gametocyte	RGS8-Gao reg
Cc1ccc(C(=O)O/N=C(\N)c2ccc(Br)cc2)cc1C	95	97	0	98	97	97	-33	100	5	.	103
COc1ccc(Oc2nnc(C)c3ccccc23)cc1	?	?	-5	?	?	?	9	?	12	.	103
O=C(Nc1ccc(Cl)cc1)N1CCCC1	96	96	-5	94	97	98	-11	98	6	.	100
CCNC(=O)Nc1ccc(-n2nc(C)c(C(=O)OCC)c2C)nc1	99	96	-1	99	98	97	-11	97	6	-1	103
CCn1c(SCC(=O)Nc2ccccc2C(=O)OC)nnc1-c1ccoc1C	100	99	3	104	101	102	-36	103	0	-6	102
O=C(O)c1ccc(N2C(=O)CC(SC(=NCc3ccc4c(c3)OCO4)Nc3ccc(F)cc3)C2=O)cc1 (stereo unspecified)	?	?	-2	?	?	?	13	?	8	7	106
CC(C)CC(C(=O)Nc1oc(-c2ccco2)c(-c2ccco2)c1C#N)N1C(=O)c2ccccc2C1=O (stereo unspecified)	90	86	2	95	92	90	9	90	30	.	96
Cc1c(NC(=O)c2ccc(CN3CCc4ccccc4C3)cc2)c(=O)n(-c2ccccc2)n1C	101	102	3	107	102	101	-29	104	5	16	98
CC(=O)C1=C(C)NC(=O)NC1/C=C/c1ccccc1 (stereo unspecified)	106	97	0	97	99	98	-20	98	8	7	100
CCCn1c(CNc2ccc(Br)cc2)nc2ccccc21	96	97	0	102	98	98	-9	99	28	.	98
Cc1ccc(NS(=O)(=O)c2ccc(C)c(NC(=O)COc3ccc4ccccc4c3)c2)c(C)c1	97	91	-2	102	96	98	-2	95	-16	4	101
Cc1ccc(C(c2c(O)nc3n(c2=O)CCS3)c2c(O)nc3n(c2=O)CCS3)cc1	96	98	-4	98	96	93	-52	94	30	-25	102
COc1cccc(CNC(=O)CCC2CCCN(C(=O)Cc3ccccc3F)C2)c1 (stereo unspecified)	96	96	-2	97	96	97	-4	98	-5	9	103
COc1ccc(OC)c(S(=O)(=O)NCCc2ccccc2)c1	101	99	0	101	101	101	-23	102	-12	11	100
COc1ccccc1NC(=O)CNC(=O)c1ccc([N+](=O)[O-])cc1	107	97	-3	103	103	100	-28	98	-7	-82	96
CCn1c(SC(C)C(=O)OC)nnc1-c1c[nH]c2ccccc12 (stereo unspecified)	97	101	-1	108	99	100	-20	103	-1	.	97
Cc1ccc(-c2[nH]c(-c3ccc(Cl)cc3)nc2SCC(=O)NCC2CCCO2)cc1 (stereo unspecified)	97	100	-3	105	98	100	-7	102	4	.	105
COC(=O)c1c(NC(=O)Cc2cccs2)sc2c1CCC(C)C2 (stereo unspecified)	99	94	-6	96	94	95	12	93	12	.	99
O=C(NC1c2ccccc2-c2ccccc21)c1ccccc1	99	103	-2	104	101	101	-14	101	15	5	103
Cc1ccc2[nH]c(=S)cc(C)c2c1	104	99	-2	99	103	104	-88	102	33	.	100
O=C(Nc1ccccc1)/C(=C\c1ccc2c(c1)OCO2)NC(=O)c1ccco1	93	100	0	108	102	97	-6	101	9	11	103
CC(C)(C)n1nnnc1C(c1ccccn1)N1CCN(C(c2ccccc2)c2ccccc2)CC1 (stereo unspecified)	94	96	0	108	94	95	-6	95	9	-18	104
Cc1nc(N)sc1C(=O)Nc1ccccc1	102	102	-2	98	101	104	24	100	9	5	100
Cn1c(=O)n(C)c2cc(/C=N/NC(=S)NCc3ccccc3)ccc21	96	100	1	96	98	95	-85	98	10	-4	101
COc1cccc(-n2cnc3c(sc4nc(N5CCOCC5)c5c(c43)CCCC5)c2=O)c1	106	94	0	99	98	102	-12	95	-5	.	98
Next entries.
SMILES	Rab7 wt modul	Rac1 mut GTP	Bim-Mcl-1	Rac1 wt GTP bind	HRas wt GTP	Rab2 wt GTP	Mcl1-Bid inh	Cdc42 wt GTP	Mcl1-Noxa inh	Pf gametocyte	RGS8-Gao reg
C/C(=N\NC(=O)c1cc(-c2ccncc2)nc2ccccc12)c1ccc(OC(F)F)cc1	105	95	1	94	98	100	0	97	16	5	104
O=C(COC(=O)CNS(=O)(=O)c1cccc(Br)c1)Nc1ccccc1Sc1ccccc1	96	99	-4	101	98	96	-37	100	-5	8	105
Cc1ccc(C(c2nnnn2CS(=O)(=O)c2ccc(C)cc2)N2CCCC2)cc1 (stereo unspecified)	101	98	-4	103	101	100	-42	102	-4	-13	96
Cc1sc(NC(=O)C2CCCO2)c(C#N)c1C (stereo unspecified)	107	101	-3	106	106	108	-3	107	26	.	98
CC(=O)Oc1ccccc1-c1nc(C)nc(N(C)C(C)=O)n1	105	101	-3	111	109	110	11	111	13	0	102
CCOC(=O)c1noc(C)c1C(=O)Nc1nccs1	100	93	2	95	94	94	-25	95	-4	-2	99
Cc1oc2cc(O)ccc2c(=O)c1Oc1ccccc1Br	101	98	1	101	101	99	-2	97	13	.	100
Cc1ccc(-n2c(=O)c3ccccc3n(CC(=O)NCc3ccco3)c2=O)cc1	100	100	-1	101	100	101	-27	103	-3	-20	98
C[C@H]1C(=O)N(C)CCN1Cc1cn(C)nc1-c1ccc(Oc2ccccc2)cc1	104	96	-4	102	100	99	-38	98	0	-19	104
Cc1ccccc1N1CCN(Cc2c(C#N)c3ccccc3n2C)CC1	103	102	-2	109	104	104	-19	100	5	0	108
COC(=O)C1C(=O)NC(SC)=C(C#N)C1c1ccccc1F (stereo unspecified)	99	98	-3	106	101	101	-15	102	-5	-3	102
CCC(CC)NC(=O)Cc1ccc(F)cc1	97	97	1	101	96	100	-20	97	12	-8	98
COc1cc(C(Nc2ccc3c(c2)OCO3)C(=O)NC2CCCCC2)cc(OC)c1OC (stereo unspecified)	102	98	-2	103	99	101	-61	100	24	.	94
Cc1cc(C)c2c(N)c(C(=O)NN3CC(=O)N(c4ccccc4F)CC3=O)sc2n1	101	99	-4	103	98	98	18	100	2	.	104
NC(=O)COC(=O)CNC(=O)c1ccc(Cl)cc1	104	99	1	104	104	104	-30	100	-8	.	101
O=C(c1ccc(CS(=O)(=O)Cc2ccc(Cl)cc2)o1)N1CCCC1	97	97	-3	103	99	99	-6	100	3	.	101
C=CCOC(=O)C1=C(C)OC(N)=C(C#N)C1c1c(C)nn(-c2ccccc2)c1Cl (stereo unspecified)	98	96	-2	96	100	100	-56	101	22	8	97
CCOC(=O)C(NC(=O)c1ccccc1)(Nc1cc(C)on1)C(F)(F)F (stereo unspecified)	96	95	0	98	97	96	2	100	4	.	101
COc1ccc(C2N(c3cc(C)on3)C(=O)C3CCCN32)cc1OC (stereo unspecified)	96	97	-6	96	99	95	-20	96	5	.	100
CCN(CC)c1ccc(C=C(c2nnnn2-c2ccc(C)cc2)c2nnnn2-c2ccc(C)cc2)cc1	99	101	-6	102	98	100	-7	100	2	-6	94
COc1ccc(/C=C/C(=O)Nc2ccc3nc4n(c(=O)c3c2)CCCC4)cc1	?	?	-1	?	?	?	-23	?	13	17	94
CCN1CCCC1CNC(=O)c1cn(C)c2ccc(S(=O)(=O)N3CCCCCC3)cc2c1=O (stereo unspecified)	97	96	-2	95	97	95	9	95	26	.	100
COCC(O)CSc1c([N+](=O)[O-])nc(C)n1Cc1ccc(OC)c([N+](=O)[O-])c1 (stereo unspecified)	95	102	-3	105	101	100	-6	102	15	.	100
CN1CCN(C/C(=C2/N=C(c3ccccc3)OC2=O)N(C)C)CC1	101	93	0	96	98	98	-25	95	0	5	100
CCCn1c(SCC(=O)c2cc(C)c(C)cc2C)n[nH]c1=O	97	99	-2	105	101	98	-23	104	13	.	103
Next entries follow.
SMILES	Rab7 wt modul	Rac1 mut GTP	Bim-Mcl-1	Rac1 wt GTP bind	HRas wt GTP	Rab2 wt GTP	Mcl1-Bid inh	Cdc42 wt GTP	Mcl1-Noxa inh	Pf gametocyte	RGS8-Gao reg
Cc1nc(C(C)N(C)Cc2nc(-c3ccc4c(c3)OCO4)no2)c(C)s1 (stereo unspecified)	95	94	-2	97	96	94	-63	95	19	-4	92
CNC(=S)N/N=C/c1cn(Cc2ccc(F)cc2)c2ccccc12	96	97	1	105	99	99	-66	100	-35	.	101
Cc1ccc(CN(C(=O)c2ccco2)C(C(=O)NC2CCCC2)c2cccnc2)cc1 (stereo unspecified)	101	101	-1	100	99	99	1	102	14	-1	102
C#CC(C)(CC)NC(=O)Cn1nnc(-c2cccc(C(F)(F)F)c2)n1 (stereo unspecified)	103	91	0	100	99	99	-29	99	4	.	99
Cc1ccn2c(C=O)c(-c3ccc(F)cc3)c(C=O)c2c1	107	96	-3	104	101	102	-24	101	30	.	104
Cc1ccc(N(C(=O)c2csnn2)C(C(=O)NC(C)(C)C)c2cccs2)cc1 (stereo unspecified)	106	100	-1	102	102	104	-32	102	19	.	101
CSC1=NCCN1C(=O)c1ccco1	98	99	3	105	100	99	-2	101	8	.	99
O=C(c1cccs1)N1CCN(c2ncccn2)CC1	100	101	-1	103	99	96	-51	99	13	.	101
CCCSc1nnc2nc3c(nn12)c1ccccc1n3C	92	93	4	91	92	87	-14	90	2	.	101
Cc1ccccc1NC(=O)Nc1ccccc1C(N)=O	99	96	-1	96	96	93	-8	96	4	-9	97
CN(N)C(=S)NCc1ccccc1	103	94	-1	98	101	97	-8	100	13	-6	100
Cc1ccc(C(=O)CCNc2cccc(Br)c2)o1	92	95	5	94	93	96	-15	92	5	.	98
CCN1CCN(C(=O)c2ccc3c(c2)N(Cc2ccc(F)cc2)C(=O)c2ccccc2S3=O)CC1 (stereo unspecified)	102	100	-3	105	100	100	-5	102	-5	.	96
O=C(c1ccccc1)N1CCCCC(S(=O)(=O)c2ccc3ccccc3c2)C1=O (stereo unspecified)	101	100	-4	104	101	101	-15	102	9	.	99
Cc1oc2c(CN(C)C)c(O)ccc2c(=O)c1-c1cscn1	98	95	-2	95	98	97	-22	97	-17	.	102
O=C(CSc1ncnc2c1nnn2Cc1ccccc1)NC1CCCC1	105	95	-21	102	101	100	5	95	6	32	95
N#C/C(=C/c1ccc(Oc2ccc([N+](=O)[O-])cn2)cc1)C(=O)N1CCOCC1	101	99	-2	104	100	99	-14	102	20	-7	102
CCOC(=O)c1ccc(CNS(=O)(=O)c2c(C)ccc3nsnc23)o1	96	98	-4	104	100	98	12	100	23	.	103
O=c1cc(CSc2nnc(C3CC3)n2Cc2ccccc2)nc2sccn12	103	95	-1	101	100	99	0	97	4	-14	94

Some values from the entries so far:
`O=C(c1cccs1)N1CCN(c2ncccn2)CC1` – HRas wt GTP: 99
`CCCSc1nnc2nc3c(nn12)c1ccccc1n3C` – Mcl1-Noxa inh: 2

Screening results deposited in PubChem BioAssay by several laboratories.
